# p47phox inh: p47phox (human) inhibition; p47phox/p22phox peptide binding, fluorescence polarization, 2 h; P14598; actives 0.53% (n = 220,000); inhibition, % at 24.7 µM; AID 1274;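 active = inhibition above about 30%, limit read from the data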;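 also: 0% = p47phox with labelled peptide and 100% = labelled peptide alone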
# Runt-CBFb FRET: blocks binding of human RUNX1 Runt domain to CBFb; Q01196+Q13951; Cerulean-Runt/Venus-CBFb FRET ratio 530/480, 1 h; inhibition, % at 20 µM; actives 0.46% (n = 220,000); AID 1496;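 active = inhibition over about 50% at 20 µM in the single-dose screen, limit read from the data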;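 also: 0% = DMSO wells and 100% = excess unlabeled CBFb competitor control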
#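 Buffer or medium: Tris pH 7.5 buffer with BSA. Assay system: Cerulean-labeled Runt domain protein. Amount: each fluorescent fusion protein 100 nM. Read-out basis: loss of energy transfer signal. Incubation: 1 h compound exposure, room temperature. Probe or stimulus: Venus-CBFb binding partner, 100 nM. Detection: FRET, excitation 422 nm, emission at 530 and 480 nm.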
# Runt-SMMHC FRET: Runt domain-CBFb-SMMHC interaction inhibition. Q01196+Q13951. Cerulean-Runt/Venus-CBFb-SMMHC FRET ratio 530/480, 1 h. inhibition, % at 20 µM. actives 0.74% (n = 220,000). AID 1434;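 active = mean inhibition across duplicate retests at 20 µM reaching about 50%, limit read from the data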;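 also: 0% = DMSO wells and 100% = wells with excess untagged CBFb-SMMHC; inhibitors lower the FRET ratio by blocking Runt binding to CBFb-SMMHC; some results filed as inactive read as strong as hits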
# Calpain2 inh: calpain II (pig) inhibition | purified calpain II, fluorogenic peptide substrate, 30 min | inhibition, % at 16 µM | actives 0.37% (n = 220,000) | AID 1236;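 active = inhibition above about 50%, limit read from the data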
# RBBP9 inhibitor: human RBBP9 hydrolase inhibition; inhibition, % at 7.94 µM; O75884; recombinant RBBP9, FP-Rh probe fluorescence polarization; AID 1515; actives 0.2% (n = 220,000);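 active = inhibition above the campaign mean of all tested compounds plus 3 SD, cut at about 14% in these data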;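 also: plate controls were DMSO wells with RBBP9 for no effect and wells lacking RBBP9 protein for full effect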
# Target sequence (O75884 whole entry, looked up): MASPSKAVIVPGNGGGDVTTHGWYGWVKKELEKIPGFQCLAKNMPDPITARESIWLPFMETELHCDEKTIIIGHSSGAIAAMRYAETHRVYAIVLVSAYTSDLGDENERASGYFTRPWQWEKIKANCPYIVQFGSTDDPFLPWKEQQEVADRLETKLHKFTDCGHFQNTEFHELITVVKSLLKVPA
#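 System: RBBP9 protein | Quantity: 2.5 µM RBBP9 dispensing solution, before mixing | Reagent: FP-Rh probe, 375 nM dispensing solution | Timing: Enzyme-compound preincubation 30 min, then probe labeling 45 min, 25 °C | Measured by: Fluorescence polarization | Read-out: % inhibition | Replication: One well per compound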
# EBV gp42 inh: EBV gp42 inhibition | Q1HVG2 | AID 1085 | inhibition, % (tested at 21.74 µM) | Fluorescence polarization binding assay, mP read-out | actives 0.42% (n = 220,000); in the data active = inhibition above about 50%
# p97 inhibitor: human p97 ATPase inhibition; recombinant p97 ATPase, Kinase-Glo ATP luminescence, 3 h; inhibition, % at 8 µM; actives 0.42% (n = 220,000); AID 1481; in the data active = inhibition above about 15%;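 also: 0% = DMSO vehicle and 100% = wells lacking enzyme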
# Target sequence (P55072 whole entry, looked up): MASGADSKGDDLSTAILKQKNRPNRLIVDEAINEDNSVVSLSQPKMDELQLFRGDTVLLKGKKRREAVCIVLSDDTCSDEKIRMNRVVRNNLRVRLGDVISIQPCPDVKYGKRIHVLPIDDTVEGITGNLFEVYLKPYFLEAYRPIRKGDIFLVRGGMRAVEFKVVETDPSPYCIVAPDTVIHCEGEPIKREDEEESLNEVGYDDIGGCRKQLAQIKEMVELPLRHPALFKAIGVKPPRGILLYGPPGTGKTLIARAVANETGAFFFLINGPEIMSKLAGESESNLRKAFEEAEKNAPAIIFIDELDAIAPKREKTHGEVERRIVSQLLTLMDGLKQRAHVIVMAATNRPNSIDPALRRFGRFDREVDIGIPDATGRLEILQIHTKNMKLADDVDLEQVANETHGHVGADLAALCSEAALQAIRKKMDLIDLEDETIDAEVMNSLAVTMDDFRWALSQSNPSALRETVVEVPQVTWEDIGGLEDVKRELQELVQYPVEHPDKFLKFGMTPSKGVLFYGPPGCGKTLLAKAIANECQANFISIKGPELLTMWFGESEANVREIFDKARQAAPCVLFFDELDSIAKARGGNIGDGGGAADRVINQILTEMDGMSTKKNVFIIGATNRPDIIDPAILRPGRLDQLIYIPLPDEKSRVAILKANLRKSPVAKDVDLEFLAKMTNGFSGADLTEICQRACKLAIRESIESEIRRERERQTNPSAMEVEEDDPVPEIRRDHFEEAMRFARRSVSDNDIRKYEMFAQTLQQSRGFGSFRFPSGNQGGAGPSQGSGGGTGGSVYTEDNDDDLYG
# TbHK1 inh: T. brucei hexokinase 1 inhibition | inhibition, % at 10 µM | actives 0.11% (n = 220,000) | AID 1430 | recombinant TbHK1, G6PDH-coupled NADH A340;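 active = inhibition of 50% or more in the single-dose primary screen; inactive = inhibition below 50%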
# Furin inh: human furin inhibition. P09958. purified furin, fluorogenic substrate cleavage. inhibition, % at 30 µM. actives 0.061% (n = 220,000). AID 463115; in the data active = inhibition above about 25%; also: inactives centre near -15
# Numbers without * were called inactive; / = not tested or not shown; [ ] = remark or other dose.
p47phox inh	Runt-CBFb FRET	Runt-SMMHC FRET	Calpain2 inh	RBBP9 inhibitor	EBV gp42 inh	p97 inhibitor	TbHK1 inh	Furin inh	compound
-4	-2	-3	2	-2	2	6	6	-14[20 µM]	Cc1nc2cc(NC(=O)NCc3ccccc3)ccc2o1
7	1	-2	0	-4	-2	-3	-2	2	CC(=N)c1c(O)c2ccccc2oc1=O
0	-2	5	18	-4	9	10	1	-20[20 µM]	O=C(Cn1ccc([N+](=O)[O-])n1)NCc1ccco1
-14	2	0	12	2	-12	1	-8	-9[20 µM]	Cc1ccccc1Cn1cc(NC(=O)c2nc3ncccn3n2)cn1
-11	-1	-10	12	-7	-9	9	-22	-21	Nc1nonc1-n1nnc(C(=O)N/N=C/c2ccc(O)cc2)c1COc1ccc(F)cc1
-2	0	3	-16	-3	-3	8	-4	-20	COc1ccc(-c2nnc(SCC(=O)N(C)C3CCS(=O)(=O)C3)n2N)cc1OC (stereo not given)
-8	0	-2	1	-5	-31	-2	14	-15	CC(c1ccccc1)N1CNc2c(c(=O)n(C)c(=O)n2C)C1 (stereo not given)
3	1	0	8	9	1	1	-1	-13	COc1nc2c(s1)C(=O)NCCC2
-2	2	1	21	-13	-7	-6	-8	-6	CC(C(=O)Nc1cc([N+](=O)[O-])ccc1Cl)N1CCN(c2ccccc2O)CC1 (stereo not given)
-5	-2	-5	-25	-5	-13	4	-3	-13	CCCn1nnc(NC(=S)NC(=O)Cc2ccccc2)n1
-24	-1	3	-9	-3	-6	0	-15	-26	CCCCNC(=O)CNC(=S)N(CCCN1CCOCC1)Cc1cccs1
-15	-3	-4	5	-3	-7	0	-1	-22	O=C1C2C3C=CC(C3)C2C(=O)N1c1ccncc1 (stereo not given)
-9	2	0	-7	-5	-11	1	-4	-19	CCn1c(C)nc2cc(C(=O)NNC(=O)CCC3CCCC3)ccc21
-5	-2	2	-11	-8	-6	0	-3	0	COc1ccc(-n2nnc3c(=O)n(CC(=O)N4CCCC4)cnc32)cc1
-4	2	-3	-14	5	3	1	-1	-8	CC1C(C#N)=C(N)OC2=C1C(=O)CC(c1ccccc1)C2 (stereo not given)
-3	1	-11	-55	-4	-3	2	-14	-16	COc1ccc(N(CC(=O)Nc2cccc(N(C)S(C)(=O)=O)c2)S(=O)(=O)c2ccccc2)cc1Cl
-11	2	-1	-11	-6	-23	-3	-3	-11[20 µM]	CC1CC(Nc2ccccc2)c2ccccc2N1C(=O)c1cccnc1 (stereo not given)
-5	-1	-1	-48	1	-9	3	-7	-24	O=C(c1cc(Cl)ccc1Cl)N1CCOCC1
-13	1	-3	-6	-8	-17	-4	-4	-20	CNc1nc(-c2ccc(Cl)cc2)cs1
-18	-2	-3	20	-12	3	10	-12	-8	COc1ccc(/C=C2\N=C(c3ccccc3Cl)NC2=O)cc1
5	-4	0	13	-10	-9	0	-9	-10	CCOC(=O)c1nnn(CC(=O)N2N=C(c3cc(C)ccc3C)CC2c2ccc(OC)cc2)c1C(=O)OCC (stereo not given)
-1	4	-5	24	-4	-12	8	-1	-18	COc1ccccc1NS(=O)(=O)c1ccc2oc(=S)[nH]c2c1
-10	-7	-3	27	-3	-10	-5	-4	-30	COc1ccc(CNC(=O)COC(=O)CCCOc2ccc(Cl)cc2Cl)cc1
-24	0	1	-24	-9	2	-5	-1	-15[20 µM]	Brc1ccccc1-c1nnc2sc(-c3ccc4c(c3)OCCO4)nn12
-10	-1	-6	-2	-8	-7	4	-1	-27	Cc1cccc(NC(=O)CCC(=O)N/N=C/c2ccco2)c1C
-32	-4	-13	-7	-6	-17	6	21	10	COc1cccc(NC(=O)CSc2nc3c(c(-c4ccco4)c2C#N)CCCC3)c1
-4	-2	-4	-7	-4	3	3	-1	-17	COc1ccc(/C=N/Nc2nc(-c3ccc(Cl)cc3)cc(C(F)(F)F)n2)c(OC)c1
-3	1	2	16	-5	-11	-4	1	-5	CCOC(=O)c1cc(CC)sc1NC(=O)C1CC1
-6	5	1	-9	-3	0	-3	-44	-5	COc1cc(/C=N/NC(=O)C2COc3ccccc3O2)ccc1O (stereo not given)
2	-1	0	-24	-5	-2	-1	-5	-24	Fc1ccc(N2CCN(Cc3cnc(N4CCOCC4)s3)CC2)cc1

# Single entries from the results shown.
# CC1C(C#N)=C(N)OC2=C1C(=O)CC(c1ccccc1)C2 (stereo not given) – RBBP9 inhibitor: 5
# CC1CC(Nc2ccccc2)c2ccccc2N1C(=O)c1cccnc1 (stereo not given) – Calpain2 inh: -11

# The results go on.
p47phox inh	Runt-CBFb FRET	Runt-SMMHC FRET	Calpain2 inh	RBBP9 inhibitor	EBV gp42 inh	p97 inhibitor	TbHK1 inh	Furin inh	compound
-10	0	1	13	-12	4	-1	-2	-8	COc1ccccc1OCCN1CSC(=S)N(C)C1
-4	3	2	22	/	-3	/	-8	-20	CC(=O)c1ccc(-c2ccc([C@H]3[C@H]4C=CC[C@@H](C)[C@@H]4C(=O)N3Cc3ccccc3)c(F)c2)cc1
-1	0	-2	37	4	-5	-1	-3	-14	CSc1nc(Cl)cc(N2CCOCC2)n1
-13	-2	3	-27	1	-10	-5	-2	-25	CCOC(=O)C1(CCc2ccccc2)CCN(Cc2cnc(N(C)C)s2)CC1
-6	4	-2	-17	-10	-3	1	-21	-16	O=C(Nc1ccccc1)Nc1nnc(-c2cccs2)s1
-8	-7	-10	32	-6	11	-4	6	-11	Cc1ccc(-c2csc3ncnc(NS(=O)(=O)c4ccc(Cl)cc4)c23)cc1
4	0	-1	-10	0	6	-4	-6	-19	O=C1NC(CCc2ccccc2)C(=O)N1CCOc1ccccc1 (stereo not given)
-19	-2	-1	-3	-9	-18	2	-6	-26	CCOC(=O)c1cc(-c2ccccc2)n(CC(=O)Nc2cccc(OC)c2)c1C
-4	3	-4	-136	-12	13	3	1	-28	COc1ccc(Cc2[nH]n3c(=O)c(Cl)c(C)nc3c2-c2ccccc2)cc1
9	28	18	15	-11	-8	-1	-13	-20	FC(F)(F)c1nc(=S)c2ccccc2[nH]1
1	0	4	-46	-6	0	3	2	-20[20 µM]	OCc1ccccc1OCCOc1ccc(Cl)c2cccnc12
-5	-3	-2	6	-6	13	-7	7	-6[20 µM]	O=C(NCCCn1ccnc1)Nc1ccc(Cl)cc1Cl
-5	1	2	21	-8	6	-6	-3	-16	Cc1noc(C)c1C(=O)Nc1nc(-c2ccccc2Cl)cs1
1	-3	-1	14	-2	1	7	-5	-29	Cc1ccc(-c2nnn(CC(=O)N(Cc3cccs3)C(C(=O)NCC3CCCO3)c3ccco3)n2)o1 (stereo not given)
-4	-9	-4	-20	-4	-12	1	-6	-9	COc1ccc(Cn2c(C(F)(F)F)ccc(C(N)=O)c2=O)cc1
-4	0	-1	25	-3	2	1	-2	-22	CCOC(=O)c1cccc(N2C(=O)Nc3ccccc3N2O)c1
-9	-2	-3	-13	-4	-26	-6	-5	-9[20 µM]	CCOC(=O)c1ccc(Oc2nc(N(C)C)nc(N(C)C)n2)cc1
-2	-4	-4	17	-1	2	-4	-4	-7	CCOc1ccc(-c2nnc(N3CCCCC3)c3ccccc23)cc1
-2	-4	2	4	-7	-21	2	28	-17	COc1ccc(-n2c(SCC(=O)N3CCCCC3)nc(O)cc2=O)cc1
-5	-4	1	14	-8	-1	-2	-3	-12	CC(C)CN(CC(C)C)C(=O)c1cccc(S(=O)(=O)N2CCc3ccccc32)c1
-42	-3	0	25	-1	-21	-4	25	3	CCN(c1ccccc1)S(=O)(=O)c1ccc(Cl)c(C(=O)NCCc2ccc(OC)cc2)c1
0	-2	2	28	-7	-9	-1	7	-4	COc1ccc(Nc2ccc(S(=O)(=O)N3CCCCC3)cc2[N+](=O)[O-])cc1
-7	0	-1	-13	-6	-5	-3	-10	-28	CCOC(=O)c1cn[nH]c1C(F)(F)F
2	-1	2	29	-5	8	-1	3	-8[20 µM]	Cc1cc(C)cc(OC(=O)CS(=O)c2ccc(C(F)(F)F)cc2[N+](=O)[O-])c1 (stereo not given)
-16	-1	3	-122	3	-1	6	-4	-22	CCOC(=O)c1sc(C)c(C(=O)NCCCN2CCOCC2)c1N
-2	-4	4	-1	-5	5	2	-7	-23	O=[N+]([O-])c1ccc(N2CCNCC2)c(S(=O)(=O)N2CCOCC2)c1
-2	-1	-2	16	-5	-16	0	-2	-13	O=C(NCC(=O)N(c1cccc(F)c1)C(C(=O)NCC1CCCO1)c1ccccc1)c1ccco1 (stereo not given)
6	1	2	-6	-7	-12	2	1	-18	O=S(=O)(c1ccc2ccccc2c1)N1CCN(C2Cc3ccccc3C2)CC1
-21	-1	0	-331	3	-24	5	-57	-67	CCOC(=O)c1[nH]c2cc3c(cc2c1NC(=O)CN1CCN(CCO)CC1)OCO3
-3	-2	1	16	-8	-7	7	6	-24[20 µM]	O=C(CCc1nc2ccccc2[nH]c1=O)OCC(=O)c1ccc(Cl)cc1

# Shown tab-delimited: part of the list above
SMILES	p47phox inh	Runt-CBFb FRET	Runt-SMMHC FRET	Calpain2 inh	RBBP9 inhibitor	EBV gp42 inh	p97 inhibitor	TbHK1 inh	Furin inh
Fc1ccc(N2CCN(Cc3cnc(N4CCOCC4)s3)CC2)cc1	2	-1	0	-24	-5	-2	-1	-5	-24
O=C(Cn1ccc([N+](=O)[O-])n1)NCc1ccco1	0	-2	5	18	-4	9	10	1	-20[20 µM]
COc1ccc(Cn2c(C(F)(F)F)ccc(C(N)=O)c2=O)cc1	-4	-9	-4	-20	-4	-12	1	-6	-9
CCOC(=O)c1sc(C)c(C(=O)NCCCN2CCOCC2)c1N	-16	-1	3	-122	3	-1	6	-4	-22

# Later entries
p47phox inh	Runt-CBFb FRET	Runt-SMMHC FRET	Calpain2 inh	RBBP9 inhibitor	EBV gp42 inh	p97 inhibitor	TbHK1 inh	Furin inh	compound
-10	-1	-1	-1	-8	-14	4	3	-22[20 µM]	Cc1ccc(-c2noc(CCC(=O)Nc3ccc4c(c3)OCO4)n2)cc1
-9	1	1	-2	1	-6	4	-2	-10[20 µM]	CC(C)(C)OC(=O)N1CCCC1C(=O)O (stereo not given)
2	1	-2	22	-4	-10	5	-14	-12	Cn1nc(C(=O)Nc2nc3ccccc3[nH]2)c2ccccc2c1=O
-4	-3	-4	-26	-5	-6	-2	-6	-17	c1ccc2oc(-c3[nH]ncc3CN(Cc3ccncc3)CC3CCCO3)cc2c1 (stereo not given)
-9	-2	3	-15	-2	4	4	3	-26	O=C(CN1C(=O)CCC1=O)c1ccc(-c2ccccc2)cc1
5	2	-1	16	-4	-9	4	-4	-15[20 µM]	Cn1c(NCCCO)nc2ccccc21
-1	2	-1	-42	7	-13	4	-5	5	Cc1cnc(C(=O)OCC(=O)NCc2ccc3c(c2)OCO3)cn1
12	-1	-1	-58	-20	-4	-8	3	-2	O=C(Nc1ccccc1Cl)c1cnccn1
-5	1	8	-9	-6	7	2	-36	-11	COCCCNc1nc2ccccc2nc1NS(=O)(=O)c1ccc(C)cc1
-14	-4	-2	-8	3	-9	4	1	-33	Cc1nn(C)c(Cl)c1C(=O)NCC(=O)Nc1ccc(C(C)C)cc1
-1	0	4	-9	-11	0	-4	-4	-17[20 µM]	Cc1ccc(CNS(=O)(=O)/C=C/c2ccc3c(c2)OCO3)cc1
-1	1	-3	-3	-6	-7	-2	-7	-24[20 µM]	Cc1cc(C)n(-c2ccc(C(=O)Nc3nnc(C4CC4)s3)cc2)n1
-7	0	-1	-22	4	4	3	-2	-30[20 µM]	CN(C)S(=O)(=O)c1cccc(C(=O)N(Cc2ccc(F)cc2)Cc2ccco2)c1
/	/	/	/	-2	/	-2	-3	-9	Cc1cccc(N2CCN(C(=O)C3CCCN(S(=O)(=O)c4c(C)noc4C)C3)CC2)c1C (stereo not given)

# Source: PubChem
